# Rat MKP-3 inhibitors = MKP-3 phosphatase inhibitors, primary screen, biochemical, rat enzyme, in vitro (AID 425); recombinant MKP-3 phosphatase activity, fluorescence; higher % means a stronger effect; inhibition, % at 20 µM, or IC50 in µM where a hit was titrated; actives 0.17% (n = 110,000); in the data active = inhibition above about 50%;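 note: plate controls were vehicle for no effect and reference inhibitor for full effect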
# Hsp70 inhibitors = Hsp70 inhibitors, probe displacement, primary screen, biochemical, fluorescence polarization (AID 583) | one-dose displacement, % at 20 µM; IC50 in µM for titrated hits | Hsp70 fluorescence polarization probe displacement, mP; higher % means a stronger effect | actives 0.06% (n = 140,000); in the data active = displacement above about 50%;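 note: plate controls were vehicle for no effect and reference ligand for full effect; a part of the inactive calls stands beside numbers as strong as those of hits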
# An asterisk follows results filed as active; / = no result given; & = joins results of further samples.
Rat MKP-3 inhibitors,Hsp70 inhibitors,SMILES
-9%,15%,CN(C)C(=O)NC1CCCCCCCCCCC1
0%,-1.0%&-0.5%,CCOc1c(C)cc(-c2ncccc2O)cc1C
8%,-2.2%,CSc1nc(NC(C)(C)C)nc(Oc2ccc(=O)[nH]n2)n1
2%,1.8%,COc1cc(/C=C2\C(=O)NC(=O)N(c3ccc(Br)c(C)c3)C2=O)cc(OC)c1O
2%,1.8%,Cc1c(C(=O)OC(C)C)sc(NC(=O)c2cnccn2)c1C(=O)OC(C)C
4%,-6.3%,COC(=O)C1=C(C)N(C)C(=O)NC1c1ccc([N+](=O)[O-])s1 (stereo not given)
-1%,-2.3%,Cc1cccc(NC(=O)c2cnc3sccn3c2=O)c1C
-2%,/,Cc1nc2c(o1)CCc1ccccc1C2O (stereo not given)
-1%,0.2%,CCOCCOC(=O)C1=C(C)NC2=C(C(=O)CCC2)C1c1cc(OC)c(OC)c(OC)c1 (stereo not given)
3%,2.0%,CCN(CC)c1ccc(-n2c(C)c(C(C)=O)c(C(C)=O)c2C)cc1
2%,-2.7%,Clc1ccccc1-c1noc(C23CC4CC(CC(C4)C2)C3)n1
3%,-0.5%,COCCCNCCCCOc1cc(C)cc(C)c1C
-2%,5.7%,CC(=O)Nc1ccc(C(=O)CSc2nnc(-c3ccc(O)cc3)n2CC2CCCO2)cc1 (stereo not given)
0%,2.3%,O=S1(=O)CCC(NS(=O)(=O)c2ccc(F)cc2)C1 (stereo not given)
-4%,6.7%,COc1ccc(CNc2nc3c(c(=O)[nH]c(=O)n3C)n2CCCc2ccccc2)cc1
-5%,-5.6%,CC(=O)Nc1cccc(-c2cnc3ccccc3n2)c1
7%,-5.2%,CCOC(=O)Cn1c(=O)oc2cc(S(=O)(=O)NC3CCCc4ccccc43)ccc21 (stereo not given)
16%,7.7%,O=C(COc1ccccc1[N+](=O)[O-])Nc1ccc(-c2nc3ncccc3o2)cc1
/,-2.7%,Cc1c(NC(=O)C2(c3ccc(Cl)cc3)CCCC2)c(=O)n(-c2ccccc2)n1C
0%,5.9%,CN(Cc1ccccc1)c1nc2c(c(=O)[nH]c(=O)n2C)n1CCSc1nc2ccccc2[nH]1
0%,-0.9%,COc1cccc(CNC(=O)Cn2c(=O)oc3ccccc32)c1OC
2%,0.3%,C=CCNC(=O)COc1ccc2ccccc2c1
-3%,0.5%,N#Cc1nc(COc2cccc(Cl)c2)oc1N1CCCC1
0%,-1.0%,CCOC(=O)C1CCN(CN2C(=O)C(=O)c3cc(Br)ccc32)CC1
-6%,-3.1%,CC(=O)N1CCc2cc(Br)cc(S(=O)(=O)NCCCN3CCC(C)CC3)c21
/,-3.6%,CCN(CC)c1ccc(/C=C2\C(=O)N(c3ccc([N+](=O)[O-])cc3)N=C2N2CCOCC2)cc1
-3%,-0.9%,CCCC(=O)Nc1c2c(nn1-c1ccc(OC)cc1)CS(=O)(=O)C2
-1%,5.2%,Cc1ccc(N2C(=O)CC(NCc3ccc(Cl)cc3Cl)C2=O)cc1 (stereo not given)
-9%,4.1%,O=S1(=O)Nc2c(ccc3cccnc23)-c2ccccc21
-10%,0.6%,c1ccc(Nc2c3c(nc4ncnn24)CCC3)cc1

# Of the compounds above, these have bromine:
Rat MKP-3 inhibitors,Hsp70 inhibitors,SMILES
2%,1.8%,COc1cc(/C=C2\C(=O)NC(=O)N(c3ccc(Br)c(C)c3)C2=O)cc(OC)c1O
0%,-1.0%,CCOC(=O)C1CCN(CN2C(=O)C(=O)c3cc(Br)ccc32)CC1
-6%,-3.1%,CC(=O)N1CCc2cc(Br)cc(S(=O)(=O)NCCCN3CCC(C)CC3)c21

# Next entries follow.
Rat MKP-3 inhibitors,Hsp70 inhibitors,SMILES
2%,2.1%,COC(=O)c1[nH]cnc1C(=O)Nc1ccc(C)cc1C(=O)c1ccccc1
-4%,-4.0%,C=CCc1cccc(CNc2nc3ccccc3n2C(C)C)c1O
3%,/,CCOC(=O)Nc1sc(C)c(CC)c1C(=O)OC
-4%,4.6%,O=C(O)Cn1nnnc1SCC(=O)Nc1ccc(OC(F)(F)F)cc1
-5%,3.3%,CCOC(=O)C1CCCN(C(=O)c2ccc(CS(=O)(=O)c3ccc(C)cc3)o2)C1 (stereo not given)
/,-3.3%,COC(=O)Cc1c(C)c2ccc(OC(=O)c3ccccc3)cc2oc1=O
-2%,4.3%,Cc1ccc(NC(=O)c2cc(Br)ccc2Cl)c([N+](=O)[O-])c1
0%,0.3%,O=C(CN1CCN(c2ccc(F)cc2)CC1)c1ccc2c(c1)OCO2
0%,3.4%,Cc1cccc(NC(=O)Cn2cnc3sc(C)c(S(=O)(=O)N4CCC(C)CC4)c3c2=O)n1
-3%,2.8%,COc1cc(C=C2C(=O)c3ccccc3C2=O)cc(I)c1OCc1ccc(Cl)cc1
1%,5.5%,CCOc1ccc2sc(C=NC3CCCCC3)c(O)c2c1
-9%,0.1%,Cc1cccc(C)c1OCC(O)CN (stereo not given)
1%,4.9%,CCCSc1nc(N)c(C#N)c(-c2ccccc2)c1C#N
5%,0.4%,COc1ccccc1N1CCN(CC(O)COC2CC(C)CCC2C(C)C)CC1 (stereo not given)
0%&2%,1.0%&1.7%,O=C1C2C(C(=O)N1Cc1cccnc1)C1C=CC2C12CC2 (stereo not given)
3%,-3.6%,OC1(c2ccccc2)c2ccccc2-c2ncccc21 (stereo not given)
/,12%,Cc1cccc(NC(=O)CN2C(=O)NC(Cc3ccccc3)C2=O)c1 (stereo not given)
-12%,-1.5%,CCN(CC)CC(=O)Nc1c(Br)ccc2c1OCO2
2%,-2.5%,CC(=O)Nc1cc(NC(C)=O)c2nc(N)sc2c1
-6%,-1.7%,Cc1cc(C)c(C(=O)COC(=O)Cn2cnnn2)cc1C
/,6.0%,COc1ccc(C(=O)COc2cccc(NC(=O)c3ccco3)c2)cc1
/,3.8%,O=C(CNCC1CCCCC1)Nc1ccccc1N1CCCCC1
0%,-1.9%,COc1cc2ccccc2cc1C(=O)Nc1ccc2[nH]c(=O)[nH]c2c1
/,-0.2%,Cc1ccc2c(c1)N(CC(=O)NCc1ccco1)C(=O)CO2
4%,2.8%,COc1ccc(NC(=O)/C(=C/c2ccccc2Cl)NC(=O)c2ccc(C)cc2)cc1
-8%,4.4%,COc1ccc(C(O)P(=O)(O)CCc2ccccc2)cc1 (stereo not given)
-10%,-3.6%,C=CCOC(=O)C1=C(C)NC(SCC(=O)OCC)=C(C#N)C1c1ccc(O)c(OC)c1 (stereo not given)
/,5.5%,O=C(NS(=O)(=O)c1ccccc1)c1ccccc1
-2%,-1.7%,COc1ccccc1-n1c(=S)sc2c(=O)n(Cc3ccco3)c(SC)nc21
/,3.1%,CCOC(=O)CSc1nc2ccc(C)cc2cc1C#N

# Entries above containing a cyano group (four):
Rat MKP-3 inhibitors,Hsp70 inhibitors,SMILES
-3%,0.5%,N#Cc1nc(COc2cccc(Cl)c2)oc1N1CCCC1
1%,4.9%,CCCSc1nc(N)c(C#N)c(-c2ccccc2)c1C#N
-10%,-3.6%,C=CCOC(=O)C1=C(C)NC(SCC(=O)OCC)=C(C#N)C1c1ccc(O)c(OC)c1 (stereo not given)
/,3.1%,CCOC(=O)CSc1nc2ccc(C)cc2cc1C#N

# The results go on.
Rat MKP-3 inhibitors,Hsp70 inhibitors,SMILES
-1%,-0.4%,Cc1cc(C)c(NC(=O)COc2ccc(C)cc2C(C)(C)C)c(C)c1
/,-2.3%,COc1ccc(NC(=O)COC(=O)Cn2c(C)nc3ccccc32)cc1OC
0%,-1.9%,CCc1ccc2nc(NC(=O)c3cc(C)on3)sc2c1
1%,3.2%,OCc1c(O)cnc2ccccc12
2%,4.6%,CCOC(=O)c1ccc(NC(=O)CN(c2ccc(C)cc2)S(=O)(=O)c2ccc(SC)cc2)cc1
-7%,-2.4%,COC(=O)CCc1n[nH]c(=O)[nH]c1=O
/,-0.8%,CCOc1ccc(CN2CCCN(C)CC2)cc1
7%,2.8%,CC(C(=O)Nc1ccccc1C(=O)N1CCCC1)n1nnc2ccccc21 (stereo not given)
0%,0.8%,CC(=O)n1cnc2c(c1=O)C1(CCCC1)Cc1ccccc1-2
-4%,3.5%,COc1cccc(Cn2c(Oc3ccccc3)nc3c2c(=O)n(C)c(=O)n3C)c1
1%,4.7%,CCc1ccc(NC(=O)C(=O)NCCN2CCN(C(=O)c3ccc(OC)cc3)CC2)cc1
1%,1.1%,O=[N+]([O-])c1ccc(NCCNCCO)c(Cl)c1
/,8.9%,CCN(CC)c1ccc(/C=C2/C(=O)N(c3ccc([N+](=O)[O-])cc3)N=C2N2CCOCC2)cc1
1%,3.9%,CCCOc1ccc(N2C(=O)CC(N(O)c3ccccc3)C2=O)cc1 (stereo not given)
5%,3.1%,O=C(NNC(=O)c1ccc2ccccc2c1)c1ccc(Cl)cc1
-8%,-6.1%,COc1cccc(-n2nnc3c(=O)n(Cc4ccc(F)cc4)cnc32)c1
/,-0.5%,COCCCN1CC23C=CC(O2)C(C(=O)OC)C3C1=O (stereo not given)
3%,-1.0%,O=[N+]([O-])c1ccc(OCC(O)CN2CCOCC2)cc1 (stereo not given)
0%,-2.9%,Cc1cccc(NC(=O)Cc2ccccc2)c1
2%,-1.0%,CCC(=O)Nc1ccc(Cl)c(-c2nc3ncccc3o2)c1
1%,-1.3%,COC(=O)c1ccc(S(=O)(=O)N(Cc2cc3cc4c(cc3[nH]c2=O)OCO4)C2CCCCC2)cc1
-6%,0.5%,CCN1c2ccccc2-c2nc3ccccc3n2C1c1cccnc1 (stereo not given)
-13%,1.4%,CCc1ccc(CCC(=O)Nc2ccc(C)cc2C)o1
-13%,-1.1%,CC(/C=C/c1ccc(Cl)o1)=C\C(=O)O
/,0.2%,[O-]/C(=C(\C(=S)NCc1ccco1)[n+]1ccccc1)c1ccccc1Br
-10%,3.3%,COC(=O)C1(CCSC)NC(c2ccccc2OC)C2C(=O)N(C)C(=O)C21 (stereo not given)
0%,4.2%,CCOC(=O)CNC(=O)c1ccc2c(c1)OCCO2
4%,-4.7%,CCCCCn1c(SCC#N)nc2cc(C(=O)NC3CCCCC3)ccc2c1=O
7%,1.3%,Cc1cccc(-n2ncc3c(N4CC(C)CC(C)C4)ncnc32)c1 (stereo not given)
-6%,3.0%,Nc1c(-c2ccc(Cl)cc2)nnn1-c1ccccc1
/,4.7%,CC(N1CCOC1=O)S(=O)(=O)c1ccccc1 (stereo not given)
-2%,-0.2%,CS(=O)(=O)NCCNc1cc(Cl)ccc1[N+](=O)[O-]
5%,-4.2%,c1ccc2cc(OCCOCCOc3ncnc4ccccc34)ccc2c1
-8%,2.0%,O=C(Cc1ccc(Cl)cc1)Nc1ccc(N2CCN(C(=O)c3ccco3)CC2)cc1
4%,4.0%,Cc1ccc(C(=O)CSc2ccccn2)cc1
-1%,-3.3%,COc1ccc(-c2cn3c(C)c(C(=O)N4CCCc5ccccc54)sc3n2)cc1
8%,-5.2%,S=C(Nc1ccccc1)Nc1ccc(Nc2ccccc2)cc1
-7%,0.4%,COc1cc(OC)cc(-c2cc3nc(C)c(CCC(=O)NC(C)CCc4ccco4)c(C)n3n2)c1 (stereo not given)
1%,0.9%,COCC(=O)N/N=C/c1ccc(OC/C=C/Cl)cc1
3%,-1.0%,Cc1ccc2c(C)nc(Nc3nc(O)c(C)c(=O)[nH]3)nc2c1
1%,-0.6%,O=C(NCCN1CCc2ccccc2C1)C1CCN(S(=O)(=O)N2CCCCC2)CC1
4%,-6.0%,CCOc1ccccc1N1C(=O)NC(=O)C(=Cc2ccc(OC)cc2)C1=O
-4%,2.4%,C1CN(CC2CSC(=NC34CC5CC(CC(C5)C3)C4)O2)CCO1 (stereo not given)
-6%,1.0%,CCOC(=O)N1CCC(NC(=O)CSCc2nc(-c3cccc(OC)c3)oc2C)CC1
1%,1.2%,Cc1cc(C)c2c(CN3CCN(C)CC3)cc(=O)oc2c1

# Record cards, from the list above.
# Cc1cc(C)c2c(CN3CCN(C)CC3)cc(=O)oc2c1 is listed with Rat MKP-3 inhibitors = 1%; Hsp70 inhibitors = 1.2%
# O=C(NCCN1CCc2ccccc2C1)C1CCN(S(=O)(=O)N2CCCCC2)CC1 is listed with Rat MKP-3 inhibitors = 1%; Hsp70 inhibitors = -0.6%

# Two neighbouring entries out of the list so far:
Rat MKP-3 inhibitors,Hsp70 inhibitors,SMILES
/,8.9%,CCN(CC)c1ccc(/C=C2/C(=O)N(c3ccc([N+](=O)[O-])cc3)N=C2N2CCOCC2)cc1
1%,3.9%,CCCOc1ccc(N2C(=O)CC(N(O)c3ccccc3)C2=O)cc1 (stereo not given)

# Additional compounds.
Rat MKP-3 inhibitors,Hsp70 inhibitors,SMILES
-4%,-2.5%,CC1(C)Oc2ccc3ccc(=O)oc3c2/C(=C/N2CCOCC2)C1=O
12%,-1.6%,COc1ccc(F)cc1CN1CCN(c2cc(C)nc3c4c(C)cc(C)nc4nn23)CC1
-1%,1.9%,O=C(COc1ccc(Br)cc1)NNC(=O)Nc1ccccc1
/,2.5%,Cc1noc(N)c1C(=O)Nc1ccc(C(C)(C)C)cc1
-12%,1.7%,CCn1nnc(-c2ccccc2NC(=O)C(F)(F)F)n1
-2%,-8.5%,CCCc1cc(C(=O)Nc2ccc(C)cc2)no1
13%,0.0%,COc1ccc(/C=C2/SC(=O)N(CCC(=O)Nc3ccc(S(N)(=O)=O)cc3)C2=O)cc1
1%&2%,-2.2%&0.9%,COc1ccc(-n2c(=S)[nH]c3sc4c(c3c2=O)CCN(Cc2ccccc2)C4)cc1
-4%,-0.2%,CC1(C)CC(=O)C(/C=N/c2ccccn2)=C(O)C1
/,2.2%,Cc1cc(C)c2c(=O)[nH]c(SCC(=O)NCCc3ccccc3)nc2n1
-9%,-1.5%,COc1ccc(CCN(C)C(=O)N2CCOCC2)cc1OC
-9%,6.7%,COc1cccc(CN(CC(=O)NCC2CCCO2)C(=O)CCC(=O)Nc2cc(C)on2)c1 (stereo not given)
0%,0.3%,Cc1oc(C(C)(C)C)cc1C(=O)Nc1ccc2c(c1)OCCO2

# Source: PubChem (Sanford-Burnham Center for Chemical Genomics)

# An excerpt; count on the stated rates, not on these rows.
